SSB-PriA inh: blocks PriA binding to SSB C-terminal tail | 430,000 compounds, 0.6% hits | inhibition, % at 33 µM | AlphaScreen SSBct-PriA binding, biotinylated peptide; in the data active = inhibition mostly above about 37%, no sharp cut-off; inactive = mostly below about 20%;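 also: plate controls were negative control peptide for no effect and reference peptide for full effect; strong numbers were not always called active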
Anthrax LF prot: inhibitors of Bacillus anthracis lethal factor protease | multiplex microsphere protease cleavage assay, LF | AID 588501 | P15917 | 360,000 compounds, 0.12% hits | inhibition, % at 10 µM; also: plate controls were buffer without enzyme for full effect and enzyme alone for no effect
Target sequence (P15917 whole entry, looked up): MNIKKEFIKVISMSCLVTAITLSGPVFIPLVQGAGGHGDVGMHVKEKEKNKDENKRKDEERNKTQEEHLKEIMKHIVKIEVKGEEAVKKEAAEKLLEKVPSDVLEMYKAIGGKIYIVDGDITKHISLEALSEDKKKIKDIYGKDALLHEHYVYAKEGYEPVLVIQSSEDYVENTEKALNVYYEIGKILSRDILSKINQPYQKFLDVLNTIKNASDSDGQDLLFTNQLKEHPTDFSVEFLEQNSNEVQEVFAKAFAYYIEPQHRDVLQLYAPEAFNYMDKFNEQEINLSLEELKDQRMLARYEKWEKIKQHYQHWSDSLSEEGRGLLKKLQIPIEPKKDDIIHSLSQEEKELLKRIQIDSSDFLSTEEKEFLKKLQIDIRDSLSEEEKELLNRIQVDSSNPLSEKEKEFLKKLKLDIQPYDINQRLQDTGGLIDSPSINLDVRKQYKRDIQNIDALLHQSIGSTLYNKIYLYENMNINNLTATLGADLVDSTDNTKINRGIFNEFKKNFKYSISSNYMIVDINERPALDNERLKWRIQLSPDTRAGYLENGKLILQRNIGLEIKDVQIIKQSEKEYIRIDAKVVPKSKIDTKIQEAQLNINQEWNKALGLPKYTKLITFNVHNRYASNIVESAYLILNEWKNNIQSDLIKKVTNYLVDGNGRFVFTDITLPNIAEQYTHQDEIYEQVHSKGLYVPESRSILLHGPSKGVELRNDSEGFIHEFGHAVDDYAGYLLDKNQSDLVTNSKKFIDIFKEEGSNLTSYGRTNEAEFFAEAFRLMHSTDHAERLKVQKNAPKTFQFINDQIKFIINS
PfHsp40 rescue: rescue of PfHsp40-mediated yeast toxicity; S. cerevisiae expressing PfHsp40, growth rescue, ATP luminescence; growth rescue, % at 12.5 µM; 340,000 compounds, 0.68% hits; in the data active = growth rescue above about 28%, passing the limit was not always enough; inconclusive = no clear call, values can overlap the other calls;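 also: yeast W303a lacking pdr1 and pdr3 grown in galactose medium; growth measured after three days at 30 °C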
3CLpro inhibitor: SARS-CoV 3CLpro protease inhibition; P0C6X7; inhibition, % at 6 µM; AID 1706; 290,000 compounds, 0.14% hits; recombinant SARS-CoV 3CLpro, quenched FRET peptide cleavage; in the data active = inhibition above about 12%
Vc quorum ag: quorum light induction in luxS cqsA deficient V. cholerae. activation, % at 18.7 µM. 350,000 compounds, 0.16% hits. V. cholerae BH1578 lux reporter, luminescence, 6 h; in the data active = activation mostly above about 9.7%, no sharp cut-off; inconclusive = no clear call, values can overlap the other calls; inactive = mostly below about 3.7%; also: not every result past the cut was called active; inactives centre near 0; reference of the scale not given here
DUSP3 inh: inhibitors of human VHR1 phosphatase (DUSP3); 290,000 compounds, 0.52% hits; P51452; recombinant VHR phosphatase, pNPP absorbance; inhibition, % at 13.3 µM; in the data active = inhibition above about 50%; also: some compounds called inactive have numbers as strong as hits
Target sequence (P51452 whole entry, looked up): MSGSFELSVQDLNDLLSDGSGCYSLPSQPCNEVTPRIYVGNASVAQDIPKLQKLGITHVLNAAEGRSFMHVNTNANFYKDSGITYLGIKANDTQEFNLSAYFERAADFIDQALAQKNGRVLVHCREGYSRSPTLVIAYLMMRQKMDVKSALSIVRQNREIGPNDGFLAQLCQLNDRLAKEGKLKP
TcdB inh: blocks C. difficile toxin B glycohydrolase activity; TcdB glycohydrolase enzymatic assay, plate reader; inhibition, % at 9.99 µM; 350,000 compounds, 0.24% hits; AID 652162; in the data active = inhibition above about 10%
BoNT A protease: BoNT A light chain protease inhibition; inhibition, % at 10 µM; multiplex microsphere protease substrate cleavage, flow cytometry; 360,000 compounds, 0.17% hits; also: plate controls were buffer without enzyme for full effect and enzyme alone for no effect
CCHF vOTU inh: CCHFV vOTU protease inhibition. 370,000 compounds, 0.55% hits. Pep-AMC fluorescence. inhibition, % at 11.5 µM; in the data active = inhibition above about 30%; also: 0% = vehicle wells with enzyme and 100% = no enzyme wells
Yp Topo-I inh: inhibitors of Yersinia pestis topoisomerase I | Y. pestis Topo-I cleavage product accumulation, plate reader | activity, % at 10 µM | 360,000 compounds, 0.064% hits | AID 504884; in the data active = activity above about 50%, passing the limit was not always enough; inconclusive = no clear call, values can overlap the other calls; also: inactives centre near 2
Numbers without * were called inactive; i = inactive; ? = inconclusive; / = not tested or not shown. Rule as the data show it, unless noted: active = inhibition above about 30%; inconclusive = no clear call, values can overlap the other calls; inactive = below that.

Below each SMILES: SSB-PriA inh, Anthrax LF prot, PfHsp40 rescue, 3CLpro inhibitor, Vc quorum ag, DUSP3 inh, TcdB inh, BoNT A protease, CCHF vOTU inh, Yp Topo-I inh
CCOC(=O)c1c(NC(=S)N2CCN(C)CC2)sc(C)c1-c1ccccc1
    -3.5, -3.1, 0.5, -3.6, i, 14.2, 2.6, 1.5, 5.0, 10.5
COc1cccc(-n2c(=O)n(Cc3ccccc3)c(=O)c3[nH]cnc32)c1
    -8.3, 0.6, -1.0, 0.1, i, 17.6, -0.4, ?, 3.2, -4.3
CC(C)NC(=O)NC(=O)CN1C(=O)NC(Cc2c[nH]c3ccccc23)C1=O (stereo unspecified)
    -10.2, -3.0, -0.8, 5.5, -0.2, 7.7, 3.3, -0.9, 7.0, 1.2
c1ccc(CN=C2Nc3ccccc3CS2)nc1
    0.3, -2.9, 0.0, 2.3, -0.2, 6.7, 0.4, -2.6, 10.8, 5.3
NS(=O)(=O)c1ccc(NC(=O)CSc2nnc(C3CC3)n2C2CC2)cc1
    -5.0, -3.7, 0.6, /, -2.7, /, 0.9, -0.6, -5.0, -2.6
CCCCn1cc(C(=O)c2cc(Br)ccc2O)cc(C#N)c1=O
    4.1, -1.0, -1.0, -0.9, -0.3, 15.7, /, 0.0, 12.3, -5.4
O=C(O)c1cc(N/N=C/c2ccc(N3CCOCC3)s2)ccc1Cl
    /, 2.4, 1.2, 4.4, -0.3, -3.6, -4.6, 1.9, 31.2*, 3.4
O=C(Nc1ccc(NC(=O)c2ccco2)cc1)c1cnccn1
    -21.6, 0.7, 0.2, 4.0, -0.5, -4.4, /, -0.7, 7.5, -1.6
O=C(c1cn(-c2ccccc2)nc1-c1cccc([N+](=O)[O-])c1)N1CCCCC1
    -7.4, -0.2, 4.2, -6.0, -0.3, 24.3, 2.0, 0.2, -11.6, 2.6
O=C(Cn1cnc([N+](=O)[O-])c1)Nc1ccccc1C(F)(F)F
    -8.3, 3.0, -0.3, 1.6, -0.3, -6.8, 0.6, 0.5, -11.7, -9.7
CCOc1ccc(N(CC)C(=O)COc2cc(=O)n(C)c3ccccc23)cc1
    -0.2, -10.1, -1.1, -0.7, -0.4, 27.8, -7.2, 0.4, 9.8, -0.5
O=S(=O)(c1ccccc1)N1CCN(Cc2ccc(Cl)cc2)CC1
    -33.8, -12.4, 0.3, -0.2, -0.1, 8.6, 1.0, -1.7, -0.9, 18.2
CCOC(=O)C/C(N)=N/N(C)c1ncc(C(F)(F)F)cc1Cl
    /, 1.0, -0.1, -0.6, -0.2, 23.8, 0.5, 0.3, -6.4, 22.4
Cc1ccc(NC(=O)CSc2nc3c(c(=O)[nH]2)CN(Cc2ccc(F)cc2)CC3)cc1C
    -5.3, -1.1, 0.2, -0.7, -0.4, 16.4, -0.7, 0.5, 2.8, 13.8
CC(C)OC(=O)c1c(NS(=O)(=O)c2ccccc2)sc2c1CCCC2
    -18.0, -0.6, -0.5, 0.0, i, 13.3, /, 0.8, 16.8, -5.1
Nc1c(Br)cc2c([nH]c(=O)c3ccccc32)c1Br
    11.1, 5.6, 0.8, /, 1.0, /, 0.0, 2.0, 1.6, -7.0
CCCN1CNC(=S)N(c2ccc(C(=O)OCC)cc2)C1
    -3.2, -3.8, 0.5, 0.6, 1.3, 12.6, /, 1.4, 7.9, 2.3
CC(Oc1ccccc1)c1nnc(SCC(=O)NC2CC2)n1C (stereo unspecified)
    -10.1, -0.1, 0.4, 3.3, -0.3, -6.8, 0.7, -3.1, 13.5, 6.4
CC(=O)Nc1ccc(OC(=O)Oc2ccc(NC(C)=O)cc2)cc1
    -4.9, 8.2, 0.0, -0.1, -0.7, -30.4, 11.2*, 2.5, 3.5, -4.0
C[C@]12CCC3C(CC[C@H]4C[C@@H](O)CC[C@]34C)C1C[C@@H](O)[C@H]2O (stereo partly specified)
    -7.1, -1.6, 0.2, /, -0.8, /, -5.2, 0.2, -0.7, -2.5
O=C(O)C[C@H]1c2cc(F)ccc2S(=O)(=O)N1C1CCN(Cc2ccccc2)CC1
    -4.3, 12.6, -0.6, /, 1.0, /, 0.7, 0.1, 3.2, 3.2
Cc1ccc(S(=O)(=O)N/N=C(\c2ccccc2)C2CC2)cc1
    /, -0.3, 0.7, -0.2, -0.2, 28.6, 1.2, 0.1, -5.3, -10.5
CC(C)(C)c1ccc(S(=O)(=O)NCC(=O)Nc2ccc(-c3nc4ccccc4s3)cc2)cc1
    -12.6, -2.8, -0.9, 4.6, 0.4, 29.6, /, 0.3, -11.7, 1.9
Nc1ccc2c(c1)C(=NO)c1ccccc1-2
    9.8, -1.4, 0.5, /, i, /, 1.2, -0.2, 4.5, -3.2
COc1ccc(-c2nn(-c3ccccc3)cc2C(=O)Nc2nccs2)cc1
    16.4, -0.9, 1.8, 2.4, i, -1.7, /, 0.2, 13.4, -13.1
COc1cccc(C(=O)N/N=C(/c2ccccc2)c2ccccn2)c1
    /, 1.9, 323.6*, -5.2, i, 30.4, /, -0.4, 7.7, 10.7
CCn1cc(C(=O)Nc2ccc(OC)c(S(=O)(=O)N3CCCCC3)c2)c(=O)c2ccc(C)nc21
    -3.3, -2.4, -0.7, 6.8, 7.4, -9.9, 0.8, 0.1, -9.0, -0.7
CCCCCCN1C[C@@H](n2cc(COC(=O)c3ccccc3)nn2)[C@H](O)C[C@@H]1c1ccccc1
    /, 2.6, /, /, -2.3, /, -0.4, -0.4, 12.5, 5.0
Cc1c(Cl)cnn1CC(=O)NC1C(=O)N2C(C(=O)O)=C(CSc3nnnn3C)CSC12 (stereo unspecified)
    -3.1, -0.7, -1.1, -1.6, 3.1, 2.7, -0.2, -0.4, 8.8, 11.3
Cc1nn(-c2ccccc2)c(C)c1CNC(=O)c1ccc(S(=O)(=O)NCc2ccco2)cc1
    -6.7, -3.7, 0.1, /, -4.5, /, 0.8, 0.2, -15.1, -4.4

Next part; it opens with the 6 that closed the last part.
Below each SMILES: SSB-PriA inh, Anthrax LF prot, PfHsp40 rescue, 3CLpro inhibitor, Vc quorum ag, DUSP3 inh, TcdB inh, BoNT A protease, CCHF vOTU inh, Yp Topo-I inh
COc1ccc(-c2nn(-c3ccccc3)cc2C(=O)Nc2nccs2)cc1
    16.4, -0.9, 1.8, 2.4, i, -1.7, /, 0.2, 13.4, -13.1
COc1cccc(C(=O)N/N=C(/c2ccccc2)c2ccccn2)c1
    /, 1.9, 323.6*, -5.2, i, 30.4, /, -0.4, 7.7, 10.7
CCn1cc(C(=O)Nc2ccc(OC)c(S(=O)(=O)N3CCCCC3)c2)c(=O)c2ccc(C)nc21
    -3.3, -2.4, -0.7, 6.8, 7.4, -9.9, 0.8, 0.1, -9.0, -0.7
CCCCCCN1C[C@@H](n2cc(COC(=O)c3ccccc3)nn2)[C@H](O)C[C@@H]1c1ccccc1
    /, 2.6, /, /, -2.3, /, -0.4, -0.4, 12.5, 5.0
Cc1c(Cl)cnn1CC(=O)NC1C(=O)N2C(C(=O)O)=C(CSc3nnnn3C)CSC12 (stereo unspecified)
    -3.1, -0.7, -1.1, -1.6, 3.1, 2.7, -0.2, -0.4, 8.8, 11.3
Cc1nn(-c2ccccc2)c(C)c1CNC(=O)c1ccc(S(=O)(=O)NCc2ccco2)cc1
    -6.7, -3.7, 0.1, /, -4.5, /, 0.8, 0.2, -15.1, -4.4
O=C(COC(=O)c1cc([N+](=O)[O-])ccc1N1CCOCC1)NC1CCCCC1
    -0.6, 1.8, 0.7, /, i, /, 1.6, -1.2, 12.1, -1.8
CC(CCN1CCC(CN2C(=S)NCC2Cc2ccccc2)CC1)c1ccccc1 (stereo unspecified)
    11.1, -1.8, 0.7, /, -1.4, /, 1.8, -0.6, 4.3, 2.2
CC1CN(C(=O)CCC(=O)N2CCC3(CC2)OCCO3)c2cc(Cl)ccc2O1 (stereo unspecified)
    1.9, -3.2, -0.7, 3.1, -0.2, 1.3, -1.2, -4.8, 0.7, -0.4
O=C(NCC1CCCO1)c1ccccc1NS(=O)(=O)c1cccc([N+](=O)[O-])c1 (stereo unspecified)
    -0.6, -5.6, 0.2, /, i, /, 0.5, -0.1, 7.6, 9.7
CCOC(=O)c1c(C)[nH]c(C)c1C(=O)COC(=O)c1ccc(O)cc1
    10.5, -4.0, 0.1, 5.9, -0.2, 12.5, 2.6, -0.9, -12.9, 3.2
COc1cccc(C2=NOC(C(=O)NC(C)(C)C)C2)c1 (stereo unspecified)
    -21.7, 0.6, 1.6, 2.2, 0.9, 7.1, /, 1.5, 5.6, 3.9
CNc1cnn(-c2ccccc2)c(=O)c1Cl
    -3.4, 1.1, 0.8, -0.2, i, 24.2, /, -0.7, 3.8, 0.4
COc1ccc(C(=O)C(C)OC(=O)COc2ccccc2)cc1 (stereo unspecified)
    8.2, /, 0.1, /, -0.6, /, 0.7, /, -5.6, -5.7
N#Cc1ccccc1CCN1C(=O)c2ccccc2C1=O
    -5.2, -8.1, 0.2, 0.8, -0.3, 9.8, 0.9, -7.9, 11.3, -14.2
Cc1cccc(C(=O)OC(C)CN2CCCC2)c1 (stereo unspecified)
    -3.5, -12.5, -0.5, -1.8, i, 0.3, 1.6, 0.1, -4.8, 6.0
Cc1nc(Nc2ccccc2)[nH]c(=O)c1CCC(C)C
    -6.7, -9.0, -0.1, 4.7, /, 6.3, /, -0.9, 5.1, -3.4
CCOC(=O)N1CCN(C(=O)C2CC(c3cc(OC)ccc3OC)=NO2)CC1 (stereo unspecified)
    -3.1, 0.8, -0.3, -2.8, -0.7, -11.1, /, ?, -15.0, -6.7
COc1ccc(-c2cc(=O)c3ccccc3s2)cc1
    -11.2, -1.4, 13.5, 2.7, i, 3.1, 1.6, -0.2, -9.8, 43.8
CCN(CC(=O)Nc1c(F)cccc1F)C(=O)c1cccn1C
    /, -6.8, /, /, -0.4, /, -0.9, -0.2, -4.4, -10.0
Cn1c(NC(=O)c2ccc(Cl)cc2)cc(=O)n(C)c1=O
    -11.4, 1.0, -0.8, -7.0, -0.3, -17.0, 0.2, 0.7, 1.5, 1.5
CCOc1ccc(N2C(=O)CSC2=S)cc1
    -11.7, 4.3, -2.1, 0.6, -0.3, 23.4, 0.2, 1.6, -7.1, -4.2
COc1ccccc1N(CC(=O)Nc1ccc2c(c1)OCO2)S(=O)(=O)c1ccccc1
    1.8, 3.5, 0.1, 1.6, i, 25.0, /, -1.1, -1.3, 22.1
CCc1ccc(-n2nnnc2SCC(=O)NNC(=O)c2ccco2)cc1
    -16.8, -2.8, 1.0, -2.6, i, 21.9, /, 0.2, -2.0, 10.2
COc1ccc(NC(=O)CSCc2ccc(C)cc2)cc1
    -8.8, -1.2, -0.4, 2.9, i, 33.6, /, 0.0, -2.7, 8.5
CCOC(=O)c1ccc(S(=O)(=O)N2CCN(C)CC2)cc1
    16.4, -2.4, -0.1, -1.9, i, 17.7, /, 0.7, 3.6, 2.0
CCOc1cc(N2CCOCC2)c(OCC)cc1NC(=O)CN1CCC(Cc2ccccc2)CC1
    -0.6, -0.4, -0.3, -3.3, -0.8, 12.7, -0.2, -2.0, -19.4, 4.4
Cc1ccc(-n2c(=O)c3sccc3n(CC(=O)NC3CCCC3)c2=O)cc1
    -11.9, -0.6, -0.4, -4.0, -0.2, 3.0, 0.6, -0.9, 4.1, 4.4

Sorted by length of the SMILES (largest number first): some entries from above.
Below each SMILES: SSB-PriA inh, Anthrax LF prot, PfHsp40 rescue, 3CLpro inhibitor, Vc quorum ag, DUSP3 inh, TcdB inh, BoNT A protease, CCHF vOTU inh, Yp Topo-I inh
CC(C)(C)c1ccc(S(=O)(=O)NCC(=O)Nc2ccc(-c3nc4ccccc4s3)cc2)cc1
    -12.6, -2.8, -0.9, 4.6, 0.4, 29.6, /, 0.3, -11.7, 1.9
COc1cccc(-n2c(=O)n(Cc3ccccc3)c(=O)c3[nH]cnc32)c1
    -8.3, 0.6, -1.0, 0.1, i, 17.6, -0.4, ?, 3.2, -4.3
Nc1c(Br)cc2c([nH]c(=O)c3ccccc32)c1Br
    11.1, 5.6, 0.8, /, 1.0, /, 0.0, 2.0, 1.6, -7.0

Bioassay records (PubChem)

The list is partial. The share of hits here may be higher or lower than overall.
